Screens as filed in PubChem BioAssay.
Runt-SMMHC FRET – inhibitors of human RUNX1 Runt domain binding to CBFb-SMMHC; inhibition, % at 20 µM; AID 1434; 220,000 tested, 0.74% active; Cerulean-Runt/Venus-CBFb-SMMHC FRET ratio 530/480, 1 h;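 active = mean inhibition across duplicate retests at 20 µM reaching about 50%, limit read from the data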;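 note: 0% = DMSO wells and 100% = wells with excess untagged CBFb-SMMHC; inhibitors lower the FRET ratio by blocking Runt binding to CBFb-SMMHC; some results filed as inactive read as strong as hits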
Target sequence (Q01196 whole entry, looked up, the tested form may be a part): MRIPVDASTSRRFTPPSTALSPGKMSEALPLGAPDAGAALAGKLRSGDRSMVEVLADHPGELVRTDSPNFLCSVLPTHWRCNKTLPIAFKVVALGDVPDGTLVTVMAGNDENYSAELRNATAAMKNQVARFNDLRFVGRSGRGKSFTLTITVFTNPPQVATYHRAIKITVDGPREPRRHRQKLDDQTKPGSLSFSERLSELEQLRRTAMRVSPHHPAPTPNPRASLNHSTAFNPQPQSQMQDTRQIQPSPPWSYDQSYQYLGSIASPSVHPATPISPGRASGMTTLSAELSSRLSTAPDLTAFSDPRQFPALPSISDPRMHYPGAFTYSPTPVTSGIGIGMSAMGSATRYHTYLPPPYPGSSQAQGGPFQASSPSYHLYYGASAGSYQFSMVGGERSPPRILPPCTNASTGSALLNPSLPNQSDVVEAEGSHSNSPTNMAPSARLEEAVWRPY
Target sequence (Q13951 whole entry, looked up, the tested form may be a part): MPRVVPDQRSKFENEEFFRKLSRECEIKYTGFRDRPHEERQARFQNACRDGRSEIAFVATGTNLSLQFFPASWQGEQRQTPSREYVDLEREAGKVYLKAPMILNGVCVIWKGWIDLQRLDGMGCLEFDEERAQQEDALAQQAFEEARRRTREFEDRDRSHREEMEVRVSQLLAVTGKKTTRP
p47phox inh – p47phox (human) inhibition; P14598; p47phox/p22phox peptide binding, fluorescence polarization, 2 h; 220,000 tested, 0.53% active; inhibition, % at 24.7 µM; AID 1274;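 active = inhibition above about 30%, limit read from the data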;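 note: 0% = p47phox with labelled peptide and 100% = labelled peptide alone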
Hck Nef HTS – inhibitors of human Hck kinase activated by Nef. 220,000 tested, 0.68% active. inhibition, % at 20 µM. P08631. Recombinant Hck-YEEI plus Nef, Z-Lyte FRET kinase assay. AID 463187;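 active = Hck-Nef kinase inhibition above about 50%, limit read from the data; inactive = inhibition below that limit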;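 note: 0% = DMSO with Hck plus Nef and 100% = Hck alone without Nef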
14-3-3 Bad inh – disrupts binding of bovine 14-3-3 zeta to phospho-Bad peptide; inhibition, % at 21.7 µM; 220,000 tested, 0.71% active; P63103; TR-FRET 14-3-3zeta/Dy647-pBad peptide displacement, 1 h; AID 781;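 active = inhibition above about 70%, limit read from the data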;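 note: 0% = full 14-3-3 plus peptide FRET controls and 100% = background without 14-3-3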
Runt-CBFb FRET – blocks binding of human RUNX1 Runt domain to CBFb; inhibition, % at 20 µM; Cerulean-Runt/Venus-CBFb FRET ratio 530/480, 1 h; 220,000 tested, 0.46% active; AID 1496; Q01196+Q13951;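 active = inhibition over about 50% at 20 µM in the single-dose screen, limit read from the data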;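 note: 0% = DMSO wells and 100% = excess unlabeled CBFb competitor control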
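Measured by: fluorescence energy transfer, 422 nm excitation, 530/480 nm emission; Assay system: Cerulean-Runt domain; Medium: Tris pH 7.5 buffer with BSA; Measure: loss of energy transfer signal; Controls: 5 µM unlabeled CBFb as full-inhibition high control; Incubation: protein complex preformed 1 h, compound exposure 1 h, room temperature, dark.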
zVAD death inh – L929 zVAD cell death inhibition. 220,000 tested, 0.38% active. L929 zVAD necroptosis rescue, ATP luminescence, 24 h; with zVAD 60 µM. viability rescue, % at 10 µM;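 active = activation, scaled between plate controls, above about 75%, limit read from the data; inactive = activation under that limit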;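 note: 0% = zVAD with DMSO and 100% = DMSO alone without zVAD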
EBV gp42 inh – inhibitors of Epstein-Barr virus glycoprotein 42 | 220,000 tested, 0.42% active | inhibition, % (tested at 21.74 µM) | Fluorescence polarization binding assay, mP read-out; in the data active = inhibition above about 50%
Target sequence (Q1HVG2 whole entry, looked up): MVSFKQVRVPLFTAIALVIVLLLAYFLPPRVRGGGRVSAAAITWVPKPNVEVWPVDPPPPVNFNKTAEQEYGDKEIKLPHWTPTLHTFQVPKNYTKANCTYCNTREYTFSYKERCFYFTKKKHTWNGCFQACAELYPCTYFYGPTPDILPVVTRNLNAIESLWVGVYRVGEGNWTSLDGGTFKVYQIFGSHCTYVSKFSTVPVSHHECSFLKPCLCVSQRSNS
TbHK1 inh – T. brucei hexokinase 1 inhibition | recombinant TbHK1, G6PDH-coupled NADH A340 | inhibition, % at 10 µM | 220,000 tested, 0.11% active;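 active = inhibition of 50% or more in the single-dose primary screen; inactive = inhibition below 50%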
MDM2 E3 inh – blocks human Mdm2 ubiquitin ligase activity | 210,000 tested, 0.11% active | Q00987 | cell-based MDM2 ubiquitination luciferase reporter, 2 h; 0 = plate control, 100 = twice control, blank-subtracted | signal enhancement, % at 5 µM;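 active = signal enhancement of 30% or more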;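 note: luminescence tracks abundance of the self-degrading MDM2-luciferase fusion protein; higher signal means inhibition of MDM2 E3 ligase activity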
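Buffer or medium: Cells held in DMEM | Assay system: Stable mammalian line carrying autodegrading MDM2–luciferase fusion reporter | Quantity: 2000 cells/well | Times: 4 h settle plus 2 h compound, 37 °C | Doses: One concentration, 5 µM, with 0.2% DMSO | Technique: Luminescence with SteadyLite reagent, 15 min at room temperature | Benchmarks: Plate controls and plate blanks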
* hit, by the source's call; . = no result given; [ ] = another dose, or the depositor's remark.

Preview, 4 compounds:
SMILES	Runt-SMMHC FRET	p47phox inh	Hck Nef HTS	14-3-3 Bad inh	Runt-CBFb FRET	zVAD death inh	EBV gp42 inh	TbHK1 inh	MDM2 E3 inh
O=C(NC1CCCCC1)C1CC(=O)N(c2ccc(Cl)cc2)C1 (centres undefined)	-1	7	1	8	2	1.3	-6	2	-10
Cc1ccc(-c2cc(C(=O)NCc3cccs3)no2)cc1	-2	-8	-5	3[fluorescence artefact?]	0	-0.9	-22	-8	-11
Cc1c(C(=O)N2CCCc3ccccc32)oc2ccc(S(=O)(=O)N3CCOCC3)cc12	2	-9	0	-12	-1	-0.4	-6	3	-3
O=C(COC(=O)CCC(=O)c1ccc(Cl)cc1)NCC1CCCO1 (centres undefined)	-1	-7	1	-10	0	0.0	-19	2	-31

The listing (from the top)
SMILES	Runt-SMMHC FRET	p47phox inh	Hck Nef HTS	14-3-3 Bad inh	Runt-CBFb FRET	zVAD death inh	EBV gp42 inh	TbHK1 inh	MDM2 E3 inh
O=C(NC1CCCCC1)C1CC(=O)N(c2ccc(Cl)cc2)C1 (centres undefined)	-1	7	1	8	2	1.3	-6	2	-10
Cc1ccc(-c2cc(C(=O)NCc3cccs3)no2)cc1	-2	-8	-5	3[fluorescence artefact?]	0	-0.9	-22	-8	-11
Cc1c(C(=O)N2CCCc3ccccc32)oc2ccc(S(=O)(=O)N3CCOCC3)cc12	2	-9	0	-12	-1	-0.4	-6	3	-3
O=C(COC(=O)CCC(=O)c1ccc(Cl)cc1)NCC1CCCO1 (centres undefined)	-1	-7	1	-10	0	0.0	-19	2	-31
CCCC(=O)Nc1ccc(Br)cn1	-4	5	4	16	2	-0.1	7	0	-12
C/C(=N\S(=O)(=O)c1ccc(C)cc1)N(C)C	-1	2	7	11	-1	0.4	-3	0	-20
O=C(Nc1ccc(Br)cc1)c1ccco1	-3	-10	-20	-2[fluorescence artefact?]	0	0.5	10	31	-13
COc1ccc(C(=O)N=S2CCN(C(=O)c3ccc(Cl)cc3)CC2)cc1	0	-2	7	1	2	0.1	-13	-5	-15
CCOc1cccc(OCCOc2ccc(C(=O)c3ccccc3)cc2)c1	-3	-6	4	1	-4	0.6	-6	0	14
Cc1cc(C)c2cc(C#N)c(SCC(=O)Nc3ccc4c(c3)OCO4)nc2c1	-1	-6	25	10	0	-0.3	-19	-22	.
CCOc1cc(N2CCOCC2)c(OCC)cc1NC(=O)CN1C(=O)NC2(CCCCCCC2)C1=O	1	-5	33	-19	0	1.1	3	-3	-4
O=C(NCc1cccnc1)C(=O)Nc1nc(-c2ccccc2)cs1	-2	-20	11	0	1	1.2	-24	-15	-14
Cc1ccc(-c2nc(CSCC(=O)N3CCN(C(=O)c4ccco4)CC3)c(C)o2)cc1	0	-8	0	0	3	-0.4	-4	-8	-11
Cc1ccc(NC(=O)Cn2cccc2)c(C)c1	-3	-7	0	-5	3	0.6	-19	5	-2
NS(=O)(=O)c1ccc(N/N=C/c2ccc(C(=O)O)cc2)c([N+](=O)[O-])c1	-6	-15	4	-5	-3	1.1	-1	-81	-8
COC(=O)C1=NNC2(c3ccc(C)cc3)C(=O)N(c3ccc(C)cc3)C(=O)C12 (centres undefined)	2	-4	21	-14	0	2.9	-8	-2	-10
CCCOc1ccc(CC(CC(=O)O)(C(=O)O)C(=O)O)cc1	-1	-1	0	37[fluorescence artefact?]	-2	-0.1	-17	10	-11
O=C(NCc1ccncc1)c1cccc(F)c1	0	-4	-2	-1[fluorescence artefact?]	-1	0.7	-14	2	-6
Cc1cc(C)n(C(=O)CN2C(=O)c3ccccc3C2=O)n1	-2	1	0	5	-1	-0.2	-11	0	-14
Cn1c(=S)[nH]c2cccnc21	1	-10	-1	-17	2	0.1	-6	3	-6

The closing 2 entries of the part above open the next one.
SMILES	Runt-SMMHC FRET	p47phox inh	Hck Nef HTS	14-3-3 Bad inh	Runt-CBFb FRET	zVAD death inh	EBV gp42 inh	TbHK1 inh	MDM2 E3 inh
Cc1cc(C)n(C(=O)CN2C(=O)c3ccccc3C2=O)n1	-2	1	0	5	-1	-0.2	-11	0	-14
Cn1c(=S)[nH]c2cccnc21	1	-10	-1	-17	2	0.1	-6	3	-6
CCCCCCNC(=O)c1c(O)c2ccccc2[nH]c1=O	-1	-4	2	-5	1	0.5	-6	-7	-10
O=c1[nH]c2ccc(Cl)cc2c(O)c1-c1ccccc1	-3	-11	2	-7	-1	0.0	4	-3	-17
COc1ccc(N)cc1-n1cnnn1	-1	-1	19	-9	-2	2.9	7	-4	-4
Cc1ccccc1S(=O)(=O)Cc1ccc(C(=O)NC(C)c2ccc3c(c2)OCCO3)o1 (centres undefined)	2	-8	0	1[fluorescence artefact?]	1	1.4	-10	3	-6
CCOC(=O)Cc1csc(NC(=S)NC(=O)c2ccccc2C)n1	0	-12	0	-5	-1	-0.1	-6	-5	-7
CNC(=O)CSc1nnc(-c2cccnc2)n1-c1ccc(C)cc1	0	0	19	1	1	0.1	-23	-2	-9
O=c1cc(CSc2nc3cc(Cl)ccc3o2)nc2sccn12	-4	-15	1	5	0	0.5	10	-5	-42
O=C(NCCn1ccc2ccccc21)C1CCCCC1	0	7	0	3[fluorescence artefact?]	-3	1.4	-6	6	-8
CCOC(=O)c1sc(C)c(C(=O)NC2CCCCC2)c1N	-2	-9	1	-14	-2	0.1	-5	-13	-16
CC(C)S(=O)(=O)c1csc(NC(=O)Nc2ccc(Cl)cc2)c1	-2	-15	9	-5	-2	32	0	9	-11
C=CCC(c1ccccc1)N(C(C)=O)c1ccco1 (centres undefined)	3	-11	2	-6	-4	0.0	-10	4	-13
O=C(Cn1ncc(Cl)c(Cl)c1=O)c1ccc(Cl)cc1	0	-2	-1	0	1	-0.5	-20	0	1
CC12CS(=O)(=O)CC1SC(=S)N2c1ccccn1 (centres undefined)	-7	3	0	-5	-2	0.1	2	1	-17
COc1ccc(-c2nc3ccccc3c(=O)n2-c2c(C)n(C)n(-c3ccccc3)c2=O)cc1	-2	-1	16	-6	-2	-0.6	-6	4	-8
O=C(Nc1ccccc1)c1cc([N+](=O)[O-])ccc1Cl	-1	42*	27	1	2	0.4	-9	3	-7
Cc1cc(/C=N/n2cnnc2)c(C)n1-c1cc(Cl)ccc1Cl	-2	-16	1	-2	1	-0.6	-9	-8	-22
COc1ccc(CN2C(=O)/C(=C/c3ccncc3)SC2=S)cc1	3	-9	-1	-13	-6	-0.4	-31	-16	-5
Cc1ccc(NC(=O)C(Cc2ccccc2)n2cccc2)cc1 (centres undefined)	-1	-3	10	-2	-1	0.9	-11	9	-7
Cc1ccccc1-n1c(SCc2c(C)noc2C)nnc1-c1ccncc1	2	-24	1	-6[fluorescence artefact?]	1	-0.4	-16	-3	-17
Cc1cc(C)n(CC(=O)N2N=C(C(F)F)CC2(O)C(F)F)n1 (centres undefined)	4	-3	2	-8[fluorescence artefact?]	-1	0.8	-30	1	5
CNC(=O)c1ncoc1-c1ccc(Cl)cc1	2	-14	7	0	1	-0.2	-10	-3	-6
O=C(O)CC1C(=O)NCCN1Cc1ccc(F)c(F)c1 (centres undefined)	-5	-9	0	-2	-4	0.7	1	-2	-8
N=C1C(=O)OCC1c1ccccc1NC(=O)Nc1ccccc1 (centres undefined)	-6	-10	18	-2	-2	0.9	-16	6	-11
COc1cccc(/C=N/NC(=O)c2cc(-c3cccn3C)n[nH]2)c1O	6	-30	2	-5	8	28	-1	-9	-22
COc1cc(/C=N/NC(=O)Nc2ccccc2)ccc1OCCOc1ccccc1C	-5	-8	3	12	2	-0.1	-1	-99	-3
COc1ccc(CNC(=O)CCNS(=O)(=O)c2ccc(Cl)cc2)cc1	-1	1	7	2	1	0.7	2	3	-15
C/C=C/c1ccc(OCCCNC)c(OC)c1	2	-23	1	19	2	0.6	-23	-3	-20
CCOC(=O)C1CCN(c2nc(-c3ccc(C)cc3)nc3ccccc23)CC1	-3	1	14	-4	-1	1.6	-2	-6	-15
CCOC(=O)Cc1csc(/N=C/c2c(O)n(-c3ccc(C)cc3C)c(=O)c3ccccc23)n1	13	-94	0	-9[fluorescence artefact?]	14	0.8	-25	-8	13
CC(Sc1nnc(NC(=O)c2cc3ccccc3oc2=O)s1)c1ccccc1 (centres undefined)	-5	-1	3	0[fluorescence artefact?]	0	3.2	-16	-12	-5
Cc1onc(-c2ccccc2)c1C(=O)NC(=S)NNC(=O)c1ccco1	3	6	7	-10	5	0.8	-1	-95	-13
CCOc1cc(C(=O)Nc2ccc3c4c(cccc24)C(=O)N3CC)cc(OCC)c1OCC	-112	-1	6	-2	-42	-0.8	-35	-30	11
NC(=O)Cc1ccc(C(=O)c2ccc(Cl)cc2)s1	-4	-8	18	1	0	0.5	-18	-5	-8
CNc1nc2[nH]c(=O)c3c(c2s1)OC(N)=C(C#N)C3c1cccc(F)c1 (centres undefined)	-24	-41	0	-3	-7	0.1	-19	-15	-11
Cc1ccc(NC(=O)CN(C)Cc2nc3ccccc3c(=O)[nH]2)c(Br)c1	2	-5	-2	1	25	-0.1	-20	12	-5
COc1cccc(-c2c(NC(=O)c3ccco3)n(-c3ccc(C)cc3)nc(C)c2=O)c1	1	-9	1	-2[fluorescence artefact?]	-1	0.0	-4	-1	-17
Nn1c(SCc2cc([N+](=O)[O-])cc3c2OCOC3)nnc1-c1ccccn1	3	-10	8	-9	2	0.4	-16	-22	-5
CCOC(=O)C(NC(=O)CC)(Nc1ccc(S(=O)(=O)Nc2onc(C)c2C)cc1)C(F)(F)F (centres undefined)	-1	-12	2	3[fluorescence artefact?]	-1	-0.3	-11	-5	-12
O=C(NNS(=O)(=O)c1ccccc1)c1ccncc1	-6	-10	6	10[fluorescence artefact?]	2	-0.1	-8	1	-6
Cc1nn(-c2cc(N3CCCC3)ccc2[N+](=O)[O-])c(=O)c2ccccc12	-3	-14	12	-4	2	-0.8	-9	-8	-4
CCOC(=O)C1C(=O)C=C(c2ccc(C)cc2)CC1c1ccc([N+](=O)[O-])cc1 (centres undefined)	2	2	0	-25[fluorescence artefact?]	-4	-0.7	13	-1	-11
Brc1ccc(OCc2ccccc2)c(CNCC2CCCO2)c1 (centres undefined)	2	-5	-27	-9	1	-0.5	-4	-1	-11
CCN(c1ccccc1)S(=O)(=O)c1ccc(NC(=O)c2ccco2)cc1	-6	-8	19	2	1	2.5	11	2	3
COc1cccc(CC2(CO)CCCN(Cc3cn(C)c4ccccc34)C2)c1 (centres undefined)	0	-7	22	-11	0	-1.6	0	12	-3
CC(C)C(=O)Nc1nnc(SCC(=O)N2c3ccccc3CC2C)s1 (centres undefined)	2	-12	1	7[fluorescence artefact?]	.	0.6	-3	2	1
Cc1cc(N2CCOCC2)nc2ccc(NC(=O)CCC(=O)N3CCCCC3)cc12	4	-6	6	37	2	2.2	-11	-24	-10
CCOc1cc2[nH]c(=S)n(C3CC3)c(=O)c2cc1OCC	1	1	21	-9	3	0.2	-1	-15	-8
NC(=O)CSc1nnc(-c2cnccn2)n1-c1ccccc1	0	2	8	12[fluorescence artefact?]	0	-0.1	-9	3	-16
COc1ccc(N2C(=O)/C(=C/c3cccnc3)NC2=S)cc1	2	-8	7	-15	2	0.3	-3	-18	-8
CC(C)Cc1nnc(NC(=O)c2ccncc2)s1	2	-7	-1	-4	-2	0.0	-4	-7	-14

Compounds as they come (roughly 3.2% active in at least one column).
